L3MBTL1 inh: inhibitors of human L3MBTL1. Q9Y468. Potency, µM (series often up to 57.1 µM), without a hit: at the top dose activity, negative = inhibition, usual class: inhibitors. AlphaScreen L3MBTL1–H3K9me1 peptide binding. hit rate 0.66% among 230,000. AID 485360; further: potency means the concentration at half of the fitted maximal effect; on the % scale 0 is the no-effect control and ±100 the full control effect; nearly all actives have a fitted effect of over 60% in size
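Displacement of a biotinylated histone H3(1-15) peptide monomethylated at Lys9 (75 nM) from L3MBTL1 (50 nM) was measured by AlphaScreen after a 30 min room-temperature compound incubation; cefsulodin titration served as intraplate control.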
HttQ103 aggreg: inhibitors of mutant huntingtin aggregate formation in PC12 cells. PC12 HttQ103-GFP aggregates, Acumen cytometry, 40 h. Potency, µM (titrated, usually from 46.1 µM), without a hit: at the top dose activity change, negative = inhibition, most hits filed as inhibitors. hit rate 1.1% among 220,000. AID 1688; further: potency means the concentration at half of the fitted maximal effect; on the % scale 0 is the no-effect control and ±100 the full control effect; nearly all actives have a fitted effect of over 60% in size
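Compounds (qHTS titration) were added to PC12 cells expressing an ecdysone-driven HTT exon 1 Q103–GFP fusion after induction with 100 nM tebufenozide. Aggregate formation was measured as GFP objects in cell lysates.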
Luc counter: Kinase-Glo luciferase inhibition (counter-screen); Q27757; Kinase-Glo luciferase, ATP luminescence, 8 min; Potency, µM (titrated, usually from 38.3 µM), for inactives: top-dose activity change, negative = inhibition, most hits filed as inhibitors; hit rate 0.28% among 200,000; AID 1379; further: potency means the concentration at half of the fitted maximal effect; on the % scale 0 is the no-effect control and ±100 the full control effect; nearly all actives have a fitted effect of over 60% in size
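Luminescence was the read-out, taken after 8-minute incubation at ambient temperature. Luciferase turned over luciferin with 10 uM ATP in imidazole pH 7.2 buffer containing KCl, MgCl2, Tween 20 and BSA.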
Epigenetic derep: epigenetic control regulation, reporter derepression; murine LDR cells, GFP reporter derepression, 30 h; Potency, µM (series often up to 53.9 µM), without a hit: at the top dose GFP activation, actives largely listed as activators; hit rate 0.2% among 280,000; further: potency means the concentration at half of the fitted maximal effect; % of control where 0% means no effect; nearly all actives have a fitted effect of over 60% in size
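Readout is the number of GFP-expressing murine LDR cells, counted by cytometry following washing. Cells were treated with compound for 30 h at 37 C; the stably integrated CMV-GFP locus is normally silent.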
IMPase Li inh: membrane-permeable IMPase blocker, potentiated with lithium. AID 1457. CHO-M1 cells, IP1 TR-FRET (IP-One), carbachol + lithium. Potency, µM (series often up to 59.4 µM), without a hit: at the highest dose activity, negative = IMPase inhibition, usual class: inhibitors. hit rate 0.35% among 210,000;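 further: IP1 builds up when IMPase is blocked and the TR-FRET signal falls; potency means the concentration at half of the fitted maximal effect; plate controls were basal vehicle for no effect and high inhibitor control for full effect; nearly all actives have a fitted effect of over 50% in size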
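Concentration–response in CHO-M1 cells, lithium-potentiated; 30 min at 37C. IP1 detected by competitive TR-FRET after 10 min lysis at RT. Hill-fitted AC50.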
CBFb-RUNX1 inh: CBF-beta/RUNX1 interaction disruption; Q01196+Q13951; AlphaScreen CBFb-His/RUNX1-biotin binding, biochemical; Potency, µM (highest dose often 59.8 µM), without a hit: at the highest dose activity, negative = inhibition, hits mostly inhibitors; 230,000 tested, under 10 active; AID 1477; further: % of control where 0% means no effect
Target sequence (Q01196 whole entry, looked up): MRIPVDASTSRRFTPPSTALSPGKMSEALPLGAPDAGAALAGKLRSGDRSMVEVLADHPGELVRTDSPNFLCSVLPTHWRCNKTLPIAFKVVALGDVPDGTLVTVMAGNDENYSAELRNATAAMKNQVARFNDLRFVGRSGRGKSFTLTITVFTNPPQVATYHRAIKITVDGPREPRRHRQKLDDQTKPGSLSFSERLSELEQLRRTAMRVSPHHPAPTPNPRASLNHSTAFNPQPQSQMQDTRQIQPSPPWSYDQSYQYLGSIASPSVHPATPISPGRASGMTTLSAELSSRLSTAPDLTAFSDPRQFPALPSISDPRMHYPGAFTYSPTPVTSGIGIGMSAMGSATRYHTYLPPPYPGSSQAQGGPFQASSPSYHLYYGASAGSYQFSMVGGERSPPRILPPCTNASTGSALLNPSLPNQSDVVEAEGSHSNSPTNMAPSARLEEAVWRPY
Target sequence (Q13951 whole entry, looked up): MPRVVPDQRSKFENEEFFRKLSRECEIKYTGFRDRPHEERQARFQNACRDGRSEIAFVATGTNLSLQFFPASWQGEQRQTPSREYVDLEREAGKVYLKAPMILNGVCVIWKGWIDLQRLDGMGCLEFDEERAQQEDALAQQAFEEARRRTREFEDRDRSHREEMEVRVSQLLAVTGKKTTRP
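Interaction loss through any mechanism counts as activity. Pre-formed complex of His-CBF-beta and biotin-RUNX1 (30 nM apiece) is incubated with compound 15 min, then with 50 ng nickel and 50 ng streptavidin beads for 90 min before AlphaScreen detection.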
NPSR antag: blocks cAMP signaling of the human neuropeptide S receptor. CHO-NPSR cells, cAMP TR-FRET, antagonist mode. Potency, µM (titrated, usually from 38.3 µM), without a hit: top-dose activity change, negative = inhibition, hits mostly inhibitors. hit rate 1% among 220,000; further: potency means the concentration at half of the fitted maximal effect; on the % scale 0 is the no-effect control and ±100 the full control effect; nearly all actives have a fitted effect of over 50% in size; many of its hits are not listed in these tables
Target sequence (Q6W5P4 whole entry, looked up): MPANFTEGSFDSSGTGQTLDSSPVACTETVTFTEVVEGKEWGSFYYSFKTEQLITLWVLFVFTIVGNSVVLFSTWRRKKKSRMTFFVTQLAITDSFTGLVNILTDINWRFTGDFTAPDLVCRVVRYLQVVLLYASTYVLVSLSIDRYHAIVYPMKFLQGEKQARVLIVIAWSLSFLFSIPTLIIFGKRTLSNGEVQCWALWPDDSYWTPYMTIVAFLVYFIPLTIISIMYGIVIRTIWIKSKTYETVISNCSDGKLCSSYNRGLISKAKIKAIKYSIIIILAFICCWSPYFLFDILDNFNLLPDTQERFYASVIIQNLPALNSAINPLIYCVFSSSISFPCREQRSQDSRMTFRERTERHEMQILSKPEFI
An asterisk follows results filed as active; & = joins results of further samples; [ ] = dose if it differs, or a comment. The call rests on the fitted dose curve; in most records, active means well fitted curve in the direction sought with a large enough effect; inconclusive means small, poorly fitted or top-dose-only effect, or another doubt; inactive means no such curve, though single readings can be large; an effect the other way counts as inactive or inconclusive.

For CCCCOc1ccc(S(=O)(=O)NC(=O)NCc2ccc(OCCC)cc2)cc1 the results were L3MBTL1 inh 2%, HttQ103 aggreg -6%, Luc counter 2%, Epigenetic derep -1.2%, IMPase Li inh 5%, CBFb-RUNX1 inh 6% and NPSR antag 19%[46.1 µM].
C/C(=N\Nc1ccccc1)c1cc2ccccc2oc1=O was read as L3MBTL1 inh -12%, HttQ103 aggreg -7%[9.22 µM], Luc counter -2%, Epigenetic derep inconclusive, IMPase Li inh 7%, CBFb-RUNX1 inh 3% and NPSR antag 30%.
O=C(Cc1ccccc1)NCC(=O)OCC(=O)c1ccccc1Cl was read as L3MBTL1 inh -8%, HttQ103 aggreg 19%, Luc counter -2%, Epigenetic derep 8.1%, IMPase Li inh 1%, CBFb-RUNX1 inh 3% and NPSR antag 16%.
C#CCOC(=O)C(NC(=O)c1ccccc1)=C(C)C was read as HttQ103 aggreg 1%, Luc counter -4%, Epigenetic derep 1.7%, IMPase Li inh 11%[38.3 µM], CBFb-RUNX1 inh -1% and NPSR antag -5%[46.1 µM].
Cc1cccc(OCC(=O)NNC(=O)c2ccc([N+](=O)[O-])cc2)c1 was read as L3MBTL1 inh 15%, HttQ103 aggreg -3%, Luc counter -1%, Epigenetic derep 0.1%, IMPase Li inh 4%, CBFb-RUNX1 inh 4% and NPSR antag 8%.
For O=C(OC1CCN(c2ncc(C(F)(F)F)cc2Cl)CC1)c1cccc(C(F)(F)F)c1 the results were L3MBTL1 inh 1%, HttQ103 aggreg 17%, Luc counter -1%, Epigenetic derep 0.0%, IMPase Li inh 5%[38.3 µM], CBFb-RUNX1 inh 9% and NPSR antag -7%[46.1 µM].
For CCOC(=O)c1c(CN2CCOCC2)n(C)c2cc(Br)c(O)c(CN(C)C)c12 the results were L3MBTL1 inh 8%, HttQ103 aggreg 7%&9%, Luc counter -4%&-1%, Epigenetic derep 0.0%&1.4%, IMPase Li inh 55%&2%[activator][38.3 µM], CBFb-RUNX1 inh 5%&-3% and NPSR antag -22%&-21%[46.1 µM].
`Cc1nc2nc[nH]n2c(=O)c1CCC(C)C` gave HttQ103 aggreg inconclusive, Luc counter 3%, Epigenetic derep 0.0%, IMPase Li inh 25%[38.3 µM], CBFb-RUNX1 inh 2% and NPSR antag -17%[46.1 µM].
`CC(NC(N)=O)C(=O)Nc1ccc(Cl)c(S(=O)(=O)Nc2ccc(Br)cc2)c1` (stereo unspecified) gave HttQ103 aggreg -22%, Luc counter 1%, Epigenetic derep -0.3%, IMPase Li inh 10%, CBFb-RUNX1 inh -3% and NPSR antag -1%.
O=C(Nc1nnc(CCN2CCCCC2)s1)c1ccc(Br)cc1 was read as HttQ103 aggreg 3%, Luc counter -2%, Epigenetic derep 7.4%, IMPase Li inh 2%, CBFb-RUNX1 inh -3% and NPSR antag 12%.
For Cc1ccc(-n2c(O)c(C=Nc3cc(C)on3)c3ccccc3c2=O)c(C)c1 the results were L3MBTL1 inh 11%, HttQ103 aggreg -23%, Luc counter -1%, Epigenetic derep -1.5%, IMPase Li inh 3%, CBFb-RUNX1 inh -18% and NPSR antag -40%.
Cc1cc(N2CCN(C(=O)c3ccco3)CC2)n2nc(C)nc2n1 was read as L3MBTL1 inh 1%, HttQ103 aggreg 14%, Luc counter 0%, Epigenetic derep 0.3%, IMPase Li inh 3%, CBFb-RUNX1 inh 1%[2.36 µM] and NPSR antag 9%.
For COCCNCC1C(Oc2ccc(Cl)cc2)C(=O)N1c1ccccc1C (stereo unspecified) the results were L3MBTL1 inh -7%, HttQ103 aggreg -2%, Luc counter 10%, Epigenetic derep 2.6%, IMPase Li inh 0%, CBFb-RUNX1 inh -9% and NPSR antag -19%.
`O=C(CCC(=O)N(CC(=O)NC1CCCCC1)CC1CCCO1)Nc1nccs1` (stereo unspecified) gave L3MBTL1 inh 9%, HttQ103 aggreg -5%[9.22 µM], Luc counter 1%, Epigenetic derep 1.1%, IMPase Li inh -7%, CBFb-RUNX1 inh 7% and NPSR antag -3%.
For CO[C@@H]1c2cc(F)ccc2/C(=C\CCOC(=O)C/C=C/c2ccccc2)[C@H]1C the results were Luc counter 2%, Epigenetic derep 0.0%, IMPase Li inh 20% and CBFb-RUNX1 inh -1%.
`O=C(c1cc2ccccc2o1)N(C1CC1)C1(C(=O)Nc2ccccc2)CCCC1` gave L3MBTL1 inh -8%, HttQ103 aggreg -2%, Luc counter 7%, Epigenetic derep -6.3%, IMPase Li inh 10%, CBFb-RUNX1 inh -5% and NPSR antag inconclusive.
For CN(c1ccc([N+](=O)[O-])cc1/C=N/NC(=O)COc1ccccc1)C1CCCCC1 the results were L3MBTL1 inh -5%, HttQ103 aggreg 6%, Luc counter -1%, Epigenetic derep -0.1%, IMPase Li inh 12%, CBFb-RUNX1 inh 7% and NPSR antag -45%.
`Nc1ccc(N2CCCCC2)c(S(=O)(=O)Nc2ccccc2Cl)c1` gave L3MBTL1 inh inconclusive, HttQ103 aggreg 2%[9.22 µM], Epigenetic derep -4.4%, CBFb-RUNX1 inh -14% and NPSR antag -15%.
`COCC(=O)Nc1cc(OC)cc(OC)c1` gave HttQ103 aggreg -3%, Luc counter 0%, Epigenetic derep -0.7%, IMPase Li inh 23%[38.3 µM], CBFb-RUNX1 inh 5% and NPSR antag -5%[46.1 µM].
For C/C(=N\OC(=O)c1c(-c2ccccc2Cl)noc1C)c1nccs1 the results were L3MBTL1 inh 0%, HttQ103 aggreg -1%, Luc counter 4%, Epigenetic derep -0.6%, IMPase Li inh 23%, CBFb-RUNX1 inh 9% and NPSR antag 20%.
`CCCS(=O)(=O)c1c(S(=O)(=O)CCC)c2c(C)cccn2c1C(=O)OC` gave L3MBTL1 inh -2%, HttQ103 aggreg 1%, Luc counter -6%, Epigenetic derep 0.0%, IMPase Li inh 5%[38.3 µM], CBFb-RUNX1 inh -2% and NPSR antag 17%[46.1 µM].
Screening Cc1c(C(=O)Nc2ccc3c4c(cccc24)CC3)cccc1[N+](=O)[O-] returned L3MBTL1 inh 1%, HttQ103 aggreg -4%, Luc counter -3%, Epigenetic derep 3.0%, IMPase Li inh 13%, CBFb-RUNX1 inh 1% and NPSR antag -20%.
For CCCC(=O)C1=C(SCC)CC(C)(C)C(C(=O)OC)C1=O (stereo unspecified) the results were HttQ103 aggreg -2%, Luc counter -5%, Epigenetic derep 1.9%, IMPase Li inh 19%[38.3 µM], CBFb-RUNX1 inh 10% and NPSR antag -9%[46.1 µM].
`CCn1ncc(Br)c1C(=O)Nc1ccc(F)c([N+](=O)[O-])c1` gave L3MBTL1 inh -2%, HttQ103 aggreg -8%, Luc counter 2%, Epigenetic derep inconclusive, IMPase Li inh -12%, CBFb-RUNX1 inh -5% and NPSR antag -16%.
Screening Fc1cccc(Oc2nc3ccccc3n3cccc23)c1 returned L3MBTL1 inh 7%, HttQ103 aggreg -26%, Luc counter 1%, Epigenetic derep -4.6%, IMPase Li inh 7%, CBFb-RUNX1 inh 21% and NPSR antag -23%[46.1 µM].
For CCOc1ccc(C2C=C(c3ccccc3)Nc3nnnn32)cc1 (stereo unspecified) the results were L3MBTL1 inh 0%, HttQ103 aggreg -8%[9.22 µM], Luc counter -1%, Epigenetic derep -1.6%, IMPase Li inh 1%[38.3 µM], CBFb-RUNX1 inh 21% and NPSR antag -14%[46.1 µM].
Screening COc1ccc(NC(=O)/C=C/c2cc(OC)c(OC)c(OC)c2)cn1 returned HttQ103 aggreg 2%, Luc counter 7%, Epigenetic derep -2.5%, IMPase Li inh 5%, CBFb-RUNX1 inh 5% and NPSR antag -1%.
For CCCCCCCCCCC(C)(C)C(=O)Nc1c(OC)cc(OC)cc1OC the results were Luc counter -5%, Epigenetic derep 1.3%, IMPase Li inh -14% and CBFb-RUNX1 inh -6%.
Cc1cc(C)nc(N2CCCC(C(=O)Nc3nnc(C(C)C)s3)C2)n1 (stereo unspecified) was read as L3MBTL1 inh 8%, HttQ103 aggreg 3%, Luc counter 2%, Epigenetic derep 0.0%, IMPase Li inh 4%, CBFb-RUNX1 inh -1% and NPSR antag 1%[46.1 µM].
`O=C(Nc1ccc(F)cc1)N1CCN(c2ccc(F)cc2)CC1` gave L3MBTL1 inh -3%, HttQ103 aggreg -16%[9.22 µM], Luc counter -5%, Epigenetic derep 0.9%, IMPase Li inh 4%, CBFb-RUNX1 inh 10% and NPSR antag 11%.
`CCOc1ccc(Cn2nnc(C(=O)Nc3ccc(OC)cc3OC)c2N)cc1` gave L3MBTL1 inh -6%, HttQ103 aggreg -5%, Luc counter 2%, Epigenetic derep -0.8%, IMPase Li inh 23%[38.3 µM], CBFb-RUNX1 inh 11% and NPSR antag -7%[46.1 µM].
`CCOC(=O)c1cc(NC(=O)Nc2ccc(Br)cc2)c(C)nc1C` gave HttQ103 aggreg -1%, Luc counter -4%, Epigenetic derep -0.1%, IMPase Li inh -4%, CBFb-RUNX1 inh 6% and NPSR antag -16%.
For CCOCc1cc(=O)[nH]c(SC)n1 the results were HttQ103 aggreg -14%[9.22 µM], Epigenetic derep 1.1%, CBFb-RUNX1 inh 13% and NPSR antag 8%.
Cc1ccc2nc(-c3ccncc3)c(NC3CCCCC3)n2c1 was read as L3MBTL1 inh -13%, HttQ103 aggreg -3%, Luc counter -1%, Epigenetic derep -0.2%, IMPase Li inh 4%, CBFb-RUNX1 inh 11% and NPSR antag -29%.
Screening COc1ccc(N2C(=O)CC(n3c(CCCCO)nc4ccccc43)C2=O)cc1 (stereo unspecified) returned HttQ103 aggreg -1%, Luc counter 0%, Epigenetic derep 1.2%, IMPase Li inh 15%[38.3 µM], CBFb-RUNX1 inh 3% and NPSR antag -3%[46.1 µM].
For Cc1ccc(CN2CCc3c(OCc4ccc(F)cc4)cccc3C2=O)cc1 the results were L3MBTL1 inh 27%, HttQ103 aggreg inconclusive, Luc counter 1%, Epigenetic derep 0.0%, IMPase Li inh 20%, CBFb-RUNX1 inh inconclusive and NPSR antag -35%.

Molecules above that contain a furan ring, fused or not (two):
Cc1cc(N2CCN(C(=O)c3ccco3)CC2)n2nc(C)nc2n1 was read as L3MBTL1 inh 1%, HttQ103 aggreg 14%, Luc counter 0%, Epigenetic derep 0.3%, IMPase Li inh 3%, CBFb-RUNX1 inh 1%[2.36 µM] and NPSR antag 9%.
`O=C(c1cc2ccccc2o1)N(C1CC1)C1(C(=O)Nc2ccccc2)CCCC1` gave L3MBTL1 inh -8%, HttQ103 aggreg -2%, Luc counter 7%, Epigenetic derep -6.3%, IMPase Li inh 10%, CBFb-RUNX1 inh -5% and NPSR antag inconclusive.

Assay outcomes from PubChem BioAssay.

An excerpt; rates above refer to the full screens.
